Source: PubChem BioAssay (The Scripps Research Institute Molecular Screening Center)
PAFAH2 FP inh: PAFAH2 enzyme inhibitors, primary screen, biochemical, fluorescence polarization, human. recombinant PAFAH2, FP-rhodamine activity probe. inhibition, % at 3.39 µM. 0.99% of 340,000 active. AID 492956, 2010;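 active = inhibition above the mean over all tested compounds plus 3 SD, cut at about 30% in these data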;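 also: inhibitors block probe labeling of enzyme so polarization drops; 0% = enzyme with DMSO and 100% = wells lacking PAFAH2 protein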
ZTA DNA inh: ZTA (EBV) inhibition in EBNA-1 counter-screen | P03206 | ZTA-DNA binding, fluorescence polarization | inhibition, % at 11 µM | 0.15% of 320,000 active; in the data active = inhibition above about 33%
LYPLA2 inh: LYPLA2 inhibitors, primary screen, counter-screen for PME1 inhibitor project, biochemical, fluorescence polarization, FP-Rh probe ABPP. Acyl-protein thioesterase 2 (Homo sapiens), O95372. recombinant LYPLA2. inhibition, % at 5.9 µM. 0.38% of 320,000 active. AID 2177, 2009;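 active = inhibition above the screen-wide mean plus 3 SD, limit set per campaign, cut at about 26% in these data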;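 also: 0% = LYPLA2 with DMSO and 100% = wells lacking LYPLA2 enzyme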
Target sequence (O95372 whole entry, looked up): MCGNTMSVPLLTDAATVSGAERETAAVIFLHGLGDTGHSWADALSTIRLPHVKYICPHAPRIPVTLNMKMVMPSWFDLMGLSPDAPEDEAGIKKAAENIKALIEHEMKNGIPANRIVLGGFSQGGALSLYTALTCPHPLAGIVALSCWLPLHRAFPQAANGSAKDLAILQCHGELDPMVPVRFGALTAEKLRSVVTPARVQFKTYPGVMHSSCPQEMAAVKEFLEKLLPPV
LYPLA1 counter: LYPLA1 inhibitors, primary screen, counter-screen for PME1 inhibitor project, biochemical, fluorescence polarization, FP-Rh probe ABPP; Acyl-protein thioesterase 1 (Homo sapiens), O75608; recombinant LYPLA1; inhibition, % at 5.9 µM; 0.16% of 320,000 active; AID 2174, 2009;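 active = inhibition above the mean of all tested compounds plus 3 SD, set per campaign, cut at about 14% in these data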;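 also: inhibitors block serine hydrolase probe labeling of LYPLA1 so polarization falls; 0% = enzyme with DMSO and 100% = wells lacking LYPLA1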
Target sequence (O75608 whole entry, looked up): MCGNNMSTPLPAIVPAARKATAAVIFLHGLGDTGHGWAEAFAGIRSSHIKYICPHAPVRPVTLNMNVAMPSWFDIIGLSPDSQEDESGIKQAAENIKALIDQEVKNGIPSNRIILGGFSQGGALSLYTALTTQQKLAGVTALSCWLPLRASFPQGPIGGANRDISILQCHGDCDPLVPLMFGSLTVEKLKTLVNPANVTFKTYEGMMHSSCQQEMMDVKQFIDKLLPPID
PREPL inhibitor: PREPL enzyme inhibitors, primary screen, biochemical, fluorescence polarization. Prolyl endopeptidase-like (Homo sapiens), Q4J6C6. recombinant PREPL, fluorescence polarization activity-based probe. inhibition, % at 5.96 µM. 0.68% of 320,000 active. AID 2751, 2010; in the data active = inhibition above about 43%;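 also: 0% = enzyme with DMSO and 100% = wells lacking enzyme; many of its hits are not listed in these tables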
GSTO1 inh: inhibitors of recombinant GSTO1, primary screen, counter-screen for RBBP9 inhibitor project, biochemical, fluorescence polarization; Glutathione S-transferase omega-1 (Homo sapiens), P78417; activity-based probe fluorescence polarization; inhibition, % at 5.96 µM; 1.1% of 300,000 active; AID 1974, 2009;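 active = inhibition above the campaign mean inhibition plus 3 SD, cut at about 35% in these data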;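 also: 0% = GSTO1-1 with DMSO and 100% = wells lacking GSTO1-1 enzyme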
Target sequence (P78417 whole entry, looked up): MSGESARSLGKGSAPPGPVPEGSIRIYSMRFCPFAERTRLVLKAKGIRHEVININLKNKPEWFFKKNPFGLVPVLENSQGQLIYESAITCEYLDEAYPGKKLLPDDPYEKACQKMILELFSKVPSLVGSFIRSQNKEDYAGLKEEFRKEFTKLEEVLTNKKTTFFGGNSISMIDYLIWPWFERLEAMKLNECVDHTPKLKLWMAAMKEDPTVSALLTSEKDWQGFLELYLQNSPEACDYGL
PAFAH1B3 FP inh: PAFAH1B3 enzyme inhibitors, primary screen, biochemical, fluorescence polarization, human. inhibition, % at 3.39 µM. recombinant PAFAH1B3, FP-rhodamine probe. Platelet-activating factor acetylhydrolase IB subunit alpha1 (Homo sapiens), Q15102. 0.28% of 340,000 active;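 active = inhibition above the screen-wide average of all tested compounds plus 3 SD, cut at about 25% in these data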;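 also: 0% = enzyme with DMSO only and 100% = wells lacking PAFAH1B3 protein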
Target sequence (Q15102 whole entry, looked up): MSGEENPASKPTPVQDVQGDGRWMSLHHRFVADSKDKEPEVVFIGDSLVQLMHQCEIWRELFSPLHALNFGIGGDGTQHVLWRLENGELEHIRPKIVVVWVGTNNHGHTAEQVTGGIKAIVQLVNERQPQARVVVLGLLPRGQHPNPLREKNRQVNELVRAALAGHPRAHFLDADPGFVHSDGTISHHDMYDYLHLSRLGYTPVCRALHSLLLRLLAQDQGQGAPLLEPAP
EBNA-1 inh: EBNA-1 DNA-binding inhibitors, primary screen, biochemical, fluorescence polarization; inhibition, % at 14.8 µM; AID 1950, 2009; 0.34% of 300,000 active; in the data active = inhibition above about 28%
PAD4 FP inh: human PAD4 inhibitors, primary screen, biochemical, fluorescence polarization, 1536-well format | Protein-arginine deiminase type-4 (Homo sapiens), Q9UM07 | recombinant PAD4, RCA probe fluorescence polarization | inhibition, % at 6.36 µM | 0.41% of 330,000 active | AID 485272, 2010;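 active = percent inhibition above a cutoff equal to the mean of all tested compounds plus 3 SD, cut at about 15% in these data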;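 also: 0% = PAD4 with RCA probe and DMSO and 100% = probe without PAD4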
* marks the source's active call; other numbers are inactive results; · = not tested or not shown.

SMILES	PAFAH2 FP inh	ZTA DNA inh	LYPLA2 inh	LYPLA1 counter	PREPL inhibitor	GSTO1 inh	PAFAH1B3 FP inh	EBNA-1 inh	PAD4 FP inh
CCN(CC(=O)NC(C)C)Cc1nc2c(Br)cc(Br)cc2c(=O)[nH]1	-9	3	-13	-7	9	-17	-5	-1	0
Clc1ccc(Cn2cc(Br)cn2)cc1Cl	4	7	1	-2	-13	-5	8	5	0
COc1ccc(-c2nc3nc(C)c(Cc4ccccc4)c(=O)n3[nH]2)cc1	10	-1	3	1	9	-91	11	0	-2
COc1cc2[nH]c(=O)n(CCCCCC(=O)N3CCN(c4ccccc4)CC3)c(=O)c2cc1OC	2	0	11	3	0	-1	3	-14	-1
CCCCC1CCC(C(=O)N(CC(C)C)c2c(N)n(Cc3ccccc3)c(=O)[nH]c2=O)CC1 (configuration not stated)	·	-7	1	0	6	8	·	-4	0
COc1ccc2c(=O)c3c(=O)n(-c4ccccc4)c(-c4ccc(C)cc4)nc3oc2c1	6	8	-4	-2	-9	-3	-3	-4	-18
O=C(CS(=O)(=O)c1ccc(F)cc1)NCCS(=O)(=O)c1ccccc1	-7	9	-2	3	-2	6	-1	9	-1
COCCOC(=O)c1c(C)n(C)c2ccc(OC(=O)c3cccs3)cc12	-1	-17	3	2	20	-1	2	7	-2
COc1ccccc1CNC(=O)c1ccoc1C	-9	-9	-4	0	15	4	3	-15	-6
O=C(Nc1ccccc1F)c1cc(Cl)sc1Cl	-3	-1	4	6	3	-5	2	-13	-6
CC(=O)c1ccc(Oc2cc(-c3ccccc3)nc(-c3ccccc3)n2)cc1	-5	-5	4	3	2	6	11	24	-6
O=C(NC(=S)N1CCN(c2ccc(O)cc2)CC1)c1ccco1	2	·	·	·	2	·	5	·	6
Nc1nc(-c2ccccc2)cc(C(F)(F)F)n1	-7	5	-4	-1	-12	-6	-4	-7	-3
OCCC1CN(Cc2cccn2-c2ncccn2)CCN1CCc1ccccc1 (configuration not stated)	4	-11	-2	-4	13	0	-3	-4	2
Cc1cccc(C)c1OC(=O)CCN1C(=O)C2C3C=CC(C4CC34)C2C1=O (configuration not stated)	5	-25	-4	2	-5	5	4	-3	-2
Cc1ccc(O)c(C2=Nc3ccccc3N=C(c3cccs3)C2)c1	-7	-25	7	0	6	-3	-11	-3	0
CC1C(=O)N(Cc2ccc([N+](=O)[O-])cc2)c2ccccc2N1C(=O)c1c(F)cccc1F (configuration not stated)	13	6	6	-1	2	6	-2	6	3
Cc1sc2ncnc(N/N=C/c3ccc(O)cc3)c2c1C	5	-9	-3	-4	24	6	6	-8	-2
C[C@@]12C(=O)N(Cc3ccccc3)CC(=O)N1[C@H]1c3ccccc3OC[C@@H]1[C@@H]2c1ccccc1	-4	-25	4	2	15	·	-7	·	-3
COc1cccc2c(=S)c(CCC(C)=O)c(C)[nH]c12	-4	11	-1	0	1	2	9	7	0
Cc1cccc(NC(=O)C23CCC(C)(C2Br)C3(C)C)c1 (configuration not stated)	21	-10	4	-2	12	8	5	1	-6
CC(C)CC(NC(=O)C(NC(=O)C1CCC(=O)N1C(=O)OCc1ccccc1)C(C)C)C(=O)N1CCCC1C(N)=O (configuration not stated)	40*	1	1	1	4	-2	1	-10	-2
CCOc1nc(SCCOc2ccccc2)nc(N(C)C)n1	1	-12	3	-2	-6	4	-2	0	-2
COc1ccc(/C=N/NC(=O)c2ccn[nH]2)cc1COc1ccc(F)cc1	-19	12	-5	-7	-30	-11	14	1	1
O=C(CC1Sc2ccccc2NC1=O)OC(C(=O)NCCc1ccccc1)c1cccnc1 (configuration not stated)	-3	-18	-1	0	7	11	2	-9	-2
Clc1ccc(SCCn2ccnc2)cc1	1	22	3	-1	-16	6	7	6	-2
Cc1ccccc1Nc1nc(-c2cccnc2)nc2ccccc12	-2	1	0	-2	8	-9	2	-4	-3
O=C(CSc1nnc(CNc2ccc(Cl)cc2)o1)Nc1nc2c(s1)CCCC2	12	18	-3	-4	17	6	6	23	5
COc1cccc2cc(C(C)N(CCCN3CCOCC3)C(=S)Nc3ccc(C)cc3)oc12 (configuration not stated)	-1	3	1	1	-4	4	-7	-2	-1
CCN(CC)CCNC(=O)Cn1nc(-c2ccc(C)cc2)ccc1=O	4	-1	2	-2	7	-1	-2	-4	-1
Cc1ccc2nc(-c3ccc(NC(=O)C(C)Sc4nncs4)cc3)sc2c1 (configuration not stated)	-10	-2	-35	-25	-4	-19	-5	19	-7
c1ccc(-c2cc(NCCN3CCCCC3)c3ccccc3n2)cc1	-2	-4	-2	-4	-36	0	6	-8	5
O=C(O)c1ccc(CS(=O)(=O)c2c(Cl)cccc2Cl)o1	0	-1	-9	-1	26	14	2	-10	-1
CN(CC(=O)Nc1ccccc1C(F)(F)F)C(=O)CSCc1ccc(Cl)c(Cl)c1	2	12	2	1	26	0	1	1	-3
O=C(NNc1cc(Cl)cc(Cl)c1)c1cccs1	7	-12	4	2	4	-3	2	1	-2
Cc1ccc(CSCC(=O)NCc2ccc(F)cc2)cc1	6	11	4	3	-13	8	-1	7	-2
NC(=O)C1CCN(C(=O)C2CCC(=O)N(C3CCCCCC3)C2)CC1 (configuration not stated)	1	0	4	2	-4	3	13	1	-1
O=C(c1ccccc1NS(=O)(=O)c1ccc(Br)s1)N1CCCC1	4	11	4	2	-7	2	0	4	-1
C=CCn1c(=O)c(C(=O)Nc2ccccc2S(N)(=O)=O)c(O)c2ccccc21	9	10	-9	-5	10	2	1	-13	-4
Cc1[nH]c2ccc(C(=O)NCCCN3CCN(C)CC3)cc2c1C	10	-8	-8	-1	9	1	6	-7	-3

2 entries from above, set out differently.
Values run as follows: PAFAH2 FP inh, ZTA DNA inh, LYPLA2 inh, LYPLA1 counter, PREPL inhibitor, GSTO1 inh, PAFAH1B3 FP inh, EBNA-1 inh, PAD4 FP inh
> COc1cccc2c(=S)c(CCC(C)=O)c(C)[nH]c12
→ -4, 11, -1, 0, 1, 2, 9, 7, 0
> Cc1cccc(NC(=O)C23CCC(C)(C2Br)C3(C)C)c1 (configuration not stated)
→ 21, -10, 4, -2, 12, 8, 5, 1, -6

Going on with the list.
SMILES	PAFAH2 FP inh	ZTA DNA inh	LYPLA2 inh	LYPLA1 counter	PREPL inhibitor	GSTO1 inh	PAFAH1B3 FP inh	EBNA-1 inh	PAD4 FP inh
COc1ccc(N(CC(=O)NC2CCCC2)C(=O)Cn2nnc(-c3ccc(F)cc3)n2)cc1OC	-1	-15	1	0	15	6	7	-19	-1
CCN(CC(=O)NCc1cccs1)C(=O)Cc1ccc(Cl)c(Cl)c1	-9	·	·	·	-10	·	0	·	-4
COc1cccc(C2/C(=C(/O)c3cnn(-c4ccccc4)c3C)C(=O)C(=O)N2CCN(C)C)c1OC (configuration not stated)	2	-6	-6	-2	4	3	9	-9	-4
CCC(C)N(C(=O)Cn1c(=O)cnc2ccccc21)C1CCS(=O)(=O)C1 (configuration not stated)	0	2	1	-4	2	8	0	7	-2
C=C1CCN(C(CC(C)C)C(=O)OC)S(=O)(=O)c2ccccc21 (configuration not stated)	-3	-22	2	0	-6	3	6	-3	-1
CCn1c(SC)nnc1C1CCN(CC(=O)Nc2ccccc2N2CCOCC2)CC1	-3	-11	0	-5	1	-2	11	-5	-3
COc1ccc(-c2cnnn2-c2ccc(NC(=O)c3ccc(S(=O)(=O)N4CCCCC4)cc3)cc2)cc1OC	-35	-6	1	-27	-17	-31	-30	-9	-8
COc1cccc(-c2cc(CC3(O)CCN(CCCc4ccccc4)CC3)on2)c1	-4	-9	10	3	-33	-7	7	6	-2
CNC(=O)c1c(Cl)cnn1-c1ccccc1	·	4	4	3	4	-1	·	-5	-3
CCOc1nc(C)cc(COC)c1C(N)=O	0	-6	0	1	11	-4	2	4	-1
CN(C)CCCN(C(=O)c1ccc(Br)s1)c1nc2cc3c(cc2s1)OCO3	3	-4	-7	-1	-49	2	8	3	5
CC(SCC(=O)Nc1ccccc1)c1nc2ccccc2c(=O)[nH]1 (configuration not stated)	-2	-12	-4	-1	8	2	11	2	-1
COc1ccc(/C=C/c2nc(N)nc(-c3ccccc3O)n2)cc1OC	-15	0	-28	-19	4	-14	-11	-14	-1
Cc1ccc(NC(=O)CNS(=O)(=O)c2ccc(F)cc2)cc1C	1	23	2	3	-32	7	9	-2	-1
Cn1c(=O)c2c(nc(Br)n2CCc2ccccc2)n(C)c1=O	-3	20	-5	-2	1	3	7	7	-1
Cc1ccccc1OCC(=O)Nc1ccc(C)c(S(=O)(=O)N2CCCCCC2)c1	-9	11	-38	-16	36	-11	-4	-1	1
COc1cc(NC(=O)N2CCNC2=O)cc(C(=O)Nc2cccc(C(F)(F)F)c2)c1	-12	-3	-41	-22	-3	-11	6	-3	-5
O=C(NCc1ccco1)c1cc(-c2ccccc2)nn1CC1CC(c2cccc([N+](=O)[O-])c2)=NO1 (configuration not stated)	-17	·	·	·	13	·	-3	·	-2
Cc1ccc(CNC(=O)c2cc(=O)c3cc(C)ccc3o2)cc1	4	-6	-4	0	7	2	8	-8	-1
N/C(=N\OC(=O)CC1CCCCC1)c1ccncc1	-3	-2	-7	-5	15	7	2	4	-2
COc1ccc(N2CCN(C(=O)CN(CCc3ccccc3)S(C)(=O)=O)CC2)cc1	-6	-7	-1	0	6	-4	5	-4	-4
CC(C)N(Cc1nccn1C)C(=O)c1cc(COc2ccc(-n3cncn3)cc2)on1	2	-14	-4	-4	6	-1	3	-7	-8
CCSc1ccc([C@@H]2[C@H]3C(=O)N(CC)C(=O)[C@H]3[C@]3(C(=O)OC)CCCCN23)cc1OC	-2	·	·	·	20	·	2	·	-1
CCCCNC(=O)COC(=O)c1cc(C)oc1C	26	-12	2	3	11	10	2	-11	-4
CCc1nnc(NC(=O)CSc2nc3c(c(=O)n2CC)SC(C)C3)s1 (configuration not stated)	-4	22	-2	-1	-4	35*	5	3	-3
O=C(NC1CCCC1)c1ccc(CS(=O)(=O)Cc2ccccc2Cl)o1	1	-2	1	-1	3	4	7	-3	4
CCOc1ccc(CN(C)C(=O)c2cc(S(=O)(=O)N3CCCC3)ccc2C)cc1	12	-1	4	0	13	·	-1	·	-3
COc1ccccc1C(=O)Nc1ccccc1SC	-6	-7	-8	-5	5	-3	4	10	-1
Cn1nc(C(F)(F)F)c(/C=N/OCc2c(Cl)cccc2Cl)c1Cl	-6	-1	6	1	12	10	-4	7	-5
COc1ccccc1C(=O)/C=C/c1ccc(N2CCCCC2)c([N+](=O)[O-])c1	13	-10	7	4	-6	1	-6	-4	1
Cc1ccc2nc(CCc3ccc(N)cc3)[nH]c2c1	5	-14	6	0	13	5	11	-5	7
C#CCOCCOCCOCCNc1nc(N2CCN(C(=O)[C@H]([C@@H](C)CC)n3cc([C@@H](N)CO)nn3)CC2)nc(N2CCN(C(=O)[C@H](Cc3ccc(O)cc3)n3cc([C@@H](N)CC(C)C)nn3)CC2)n1	0	5	-2	-2	25	12	14	1	0
O=C(CNc1cccc(S(=O)(=O)N2CCOCC2)c1)Nc1ccccc1F	2	-7	-6	-3	30	0	-6	2	1
Cc1ccc(S(=O)(=O)Nc2cccc(-n3cnnn3)c2)cc1C	2	-7	4	4	-2	1	7	2	5
Oc1ccccc1-c1n[nH]c(=S)n1Cc1ccccc1	5	2	14	0	-1	11	7	16	-3
O=Cc1cn(CC(=O)NCC2CCCO2)c2ccccc12 (configuration not stated)	-1	-7	0	-1	5	2	6	1	-1
NS(=O)(=O)c1ccc(CNC(=O)c2ccc3c(c2)OCO3)cc1	4	·	·	·	16	·	-1	·	-1

The list is partial; count on the stated rates, not on these rows.
